# Screening data: PubChem BioAssay, several laboratories
# DAX1 inh-1: DAX1 (NR0B1) inhibitors on StAR promoter, primary screen, cell-based, luminescence, SF-1 (NR5A1), full-length DAX-1; AID 652010, 2013; HEK293T StAR-luciferase reporter, SF-1/DAX-1 repression relief; inhibition, % at 6.8 µM; 370,000 tested, 1.1% active;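 active means inhibition above the mean over all tested compounds plus 3 SD, cut at about 3.6% in these data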;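 further: 0% = DAX-1 cells with DMSO and 100% = cells lacking DAX-1 with DMSO; higher inhibition means more luminescence from relief of DAX-1 repression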
# NPR1 activator: GC-A stimulated cGMP production enhancers – HEK293 GC-A cells, cGMP TR-FRET, EC30 ANP, primary screen; 0% at EC30 ANP, 100% saturating ANP; activation, % at 10 µM; 370,000 tested, 0.14% active; AID 1671463, 2021; in the data active means activation above about 40%
# ssDAF-12 act: S. stercoralis DAF-12 nuclear receptor activators, primary screen, cell-based, luminescence, HEK293, GRIP1 co-expression, lit1-tk-luc; 370,000 tested, 1% active; HEK293 ssDAF-12/GRIP1 lit1-tk-luc reporter; % of 3 µM dafachronic acid response; AID 652126, 2013; Nuclear hormone receptor DAF-12 (Strongyloides stercoralis); activation, % at 6.8 µM;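 active means activation above the mean over all tested compounds plus 3 SD, cut at about 0.9% in these data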;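 further: 0% = DMSO-only wells and 100% = 3 µM delta7-dafachronic acid wells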
# GAA850 FXN act: FXN promoter activators, primary screen, cell-based, luciferase luminescence, HEK293 lucGAA850. 360,000 tested, 0.56% active. HEK293 lucGAA850 FXN promoter luciferase reporter, 24 h; percent of 10 µM SAHA response. AID 540364, 2011. activation, % at 6 µM;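 active means activation above the average of all compounds screened plus 3 SD, cutoff fixed separately per campaign, cut at about 7.5% in these data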;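 further: 0% = DMSO wells and 100% = 10 µM SAHA wells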
# DAX1 inh-2: DAX1 (NR0B1) inhibitors, primary screen, cell-based, HEK293, Gal4-DAX1, luciferase luminescence. Nuclear receptor subfamily 0 group B member 1 (Homo sapiens), P51843. HEK293 Gal4-DAX1 luciferase reporter. inhibition, % at 6.75 µM. 340,000 tested, 0.99% active. AID 504766, 2011;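 active means inhibition above the mean over all tested compounds plus 3 SD, cut at about 4.2% in these data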;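 further: 0% = DAX1-transfected cells with DMSO and 100% = empty-vector control cells with DMSO; inhibition shows as a rise in luminescence from relieved DAX1 repression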
# SMARCA2 activ: SMARCA2 (BRM) function activators, primary screen, cell-based, luminescence, high throughput; activation, % at 9.1 µM; 370,000 tested, 1% active; MG213 cells, MMTV-luciferase reporter, dexamethasone, overnight; in the data active means activation above about 7.8%;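 further: 0% = vehicle wells and 100% = reference activator wells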
# hcDAF12 agonist: H. contortus DAF-12 nuclear receptor activators, primary screen, cell-based, luminescence, HEK293, lit1-tk-luc reporter; activation, % at 6.8 µM; AID 652067, 2013; HEK293 hcDAF-12 lit1-tk-luc reporter; 0% DMSO, 100% Δ7-dafachronic acid; 370,000 tested, 1.4% active;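 active means activation above the mean of all tested compounds plus 3 SD, cut at about 5.5% in these data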;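 further: 100% = response to 3 µM Δ7-dafachronic acid high control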
# hgDAF-12 ag: H. glycines DAF-12 receptor agonists, primary screen, cell-based, luminescence, HEK293, GAL4 fusion, UAS-luciferase; HEK293 GAL4-hgDAF12 UAS-luciferase reporter, agonist luminescence; normalized to butyrate control; activation, % at 6.8 µM; 370,000 tested, 1.8% active; AID 687014, 2013;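 active means activation above a cutoff set at the mean of all screened compounds plus 3 SD, cut at about 10% in these data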;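 further: 0% = DMSO wells and 100% = sodium butyrate wells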
# NPR2 activator: human GC-B receptor activators, primary screen, HEK293 GC-B cells, cGMP TR-FRET, EC30 CNP; AID 1920062, 2024; 0% at EC30 CNP, 100% saturating CNP; activation, % at 10 µM; 370,000 tested, 0.11% active; Atrial natriuretic peptide receptor 2 (Homo sapiens), P20594;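 active means activation at 10 µM reaching about 35% in either raw or pattern-adjusted values, limit read from the data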
# Target sequence (P20594 whole entry, looked up): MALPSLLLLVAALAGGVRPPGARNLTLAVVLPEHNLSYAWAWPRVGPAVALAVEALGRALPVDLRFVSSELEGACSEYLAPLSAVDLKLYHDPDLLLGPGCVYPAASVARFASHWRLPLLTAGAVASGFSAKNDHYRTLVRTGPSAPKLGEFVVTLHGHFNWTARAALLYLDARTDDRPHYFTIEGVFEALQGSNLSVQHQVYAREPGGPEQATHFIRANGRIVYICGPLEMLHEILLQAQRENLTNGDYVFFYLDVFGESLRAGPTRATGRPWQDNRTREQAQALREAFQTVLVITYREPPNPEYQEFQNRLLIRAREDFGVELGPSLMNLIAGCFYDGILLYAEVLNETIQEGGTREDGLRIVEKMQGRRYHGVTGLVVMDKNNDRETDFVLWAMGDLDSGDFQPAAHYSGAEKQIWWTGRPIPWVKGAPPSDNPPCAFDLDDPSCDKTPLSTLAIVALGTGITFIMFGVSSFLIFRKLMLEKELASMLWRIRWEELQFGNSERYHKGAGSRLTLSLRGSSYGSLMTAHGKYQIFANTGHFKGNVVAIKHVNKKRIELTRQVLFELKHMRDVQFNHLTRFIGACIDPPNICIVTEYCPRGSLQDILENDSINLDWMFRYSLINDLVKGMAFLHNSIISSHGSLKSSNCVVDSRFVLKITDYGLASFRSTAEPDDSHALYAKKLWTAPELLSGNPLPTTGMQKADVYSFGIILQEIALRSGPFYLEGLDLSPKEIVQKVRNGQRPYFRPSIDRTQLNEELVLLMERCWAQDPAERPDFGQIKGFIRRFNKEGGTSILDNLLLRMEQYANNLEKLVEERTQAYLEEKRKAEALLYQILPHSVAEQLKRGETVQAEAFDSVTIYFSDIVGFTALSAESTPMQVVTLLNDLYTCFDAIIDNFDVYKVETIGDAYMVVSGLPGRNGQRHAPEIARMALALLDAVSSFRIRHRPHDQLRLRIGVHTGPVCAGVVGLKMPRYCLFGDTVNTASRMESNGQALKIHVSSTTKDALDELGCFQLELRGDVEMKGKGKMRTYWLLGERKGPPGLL
# ADAM10 inh: human ADAM10 inhibitors, primary screen, biochemical, QFRET, HTS. Disintegrin and metalloproteinase domain-containing protein 10 (Homo sapiens), O14672. recombinant ADAM10, EDANS/DABCYL FRET peptide cleavage, 3 h. inhibition, % at 7 µM. 370,000 tested, 0.62% active. AID 720582, 2013;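 active means inhibition above a per-campaign cutoff equal to the mean of compounds falling between control-based bounds plus 3 SD, cut at about 20% in these data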;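 further: 0% = DMSO wells while the 100% control is not disclosed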
# HGIII-sPLA2 inh: human group III sPLA2 inhibitors, primary screen, biochemical, QFRET, BODIPY PC-A2 liposome substrate. inhibition, % at 12.2 µM. Group 3 secretory phospholipase A2 (Homo sapiens), Q9NZ20. 370,000 tested, 0.56% active. QFRET BODIPY PC-A2 liposome hydrolysis, fluorescence. AID 743126, 2013;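 active means inhibition above mean plus 3 SD of compounds lying within the high and low control bounds, cut at about 19% in these data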;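 further: 0% = median of test compound wells and 100% = no enzyme DMSO wells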
# The depositor's hits bear a star; / = not tested or not shown.
SMILES,DAX1 inh-1,NPR1 activator,ssDAF-12 act,GAA850 FXN act,DAX1 inh-2,SMARCA2 activ,hcDAF12 agonist,hgDAF-12 ag,NPR2 activator,ADAM10 inh,HGIII-sPLA2 inh
Cc1ccc(NC(=O)CSCC(=O)Nc2ccccc2N2CCCCC2)cc1,-0.3,-10.4,-1.1,11.6*,-1.5,-1.6,-1.4,-3.0,-14.3,11.2,-17.1
O=C(CNS(=O)(=O)c1ccc(C(=O)N2CCOCC2)cc1)N1CCOCC1,0.3,2.4,-0.7,1.1,-0.1,-0.4,-1.7,2.3,-0.4,2.4,-0.1
CCC1(c2ccccc2)C(=O)NCNC1=O,-0.5,1.9,-1.2,0.6,-0.8,-2.1,0.2,3.5,3.3,10.3,-2.2
COc1ccccc1CN1C(=O)c2cccc3cccc(c23)C1=O,-0.1,0.6,-0.1,3.9,-0.5,0.5,0.1,-3.1,-7.0,10.7,0.1
CC1CCN(C(=O)COC(=O)c2ccc(Br)o2)CC1,0.1,2.4,-1.7,1.4,0.6,6.7,1.6,2.1,-3.7,6.9,-1.7
O=C(NCc1ccccc1)[C@@H]1CCCN1C(=O)[C@@H]1CCCN1C(=O)c1ccc(Cl)cc1Cl,-0.3,0.6,-0.8,/,/,0.1,-1.4,1.2,12.0,-10.4,3.7
CC(C)(C)NC(=O)NC(=O)COC(=O)c1ccc(OC(F)F)cc1,0.3,-1.2,-0.9,-3.6,0.8,-2.7,1.2,2.7,-2.5,6.1,-7.2
COc1ccc(-n2nc(C(=O)NCC(=O)N3CCN(c4cccc(Cl)c4)CC3)c3ccccc3c2=O)c(OC)c1,0.2,-1.5,-0.5,0.9,0.7,-2.5,-0.7,-0.4,-3.3,-12.1,1.4
Oc1ccc(Br)cc1/C=N/N1CCCCC1,0.8,2.3,0.0,4.5,0.9,1.5,0.7,0.8,-0.7,-0.9,2.3
Cc1ccc(N(C)S(=O)(=O)c2ccc(-c3ccc(=O)[nH]n3)s2)cc1C,0.1,-17.2,-0.6,0.9,0.5,0.9,0.0,0.1,-10.4,-1.1,-1.3
CCOC(=O)c1ccc(COC(=O)c2ccc3c(c2)-c2ccccc2C3=O)cc1,-0.5,2.0,-0.7,2.2,1.0,8.9*,-0.5,0.4,0.5,0.0,2.0
COc1ccc(C2=NO[C@@H]3C(=O)N(C4CCCCC4)C(=O)[C@H]23)cc1OC,-1.2,0.5,-1.8,-0.1,0.8,-0.7,-1.2,1.4,-3.5,-4.2,-5.1
COc1ccc(CC2(C)OC(c3ccc(Cl)cc3)=NN2C(C)=O)cc1 (centres undefined),-0.8,-4.9,-1.6,2.8,-0.3,-3.4,-0.7,-0.5,-16.4,-46.5,-7.8
COc1cccc(-c2nc(Cc3ccc(OC)c(OC)c3)no2)c1,-1.2,2.2,-1.1,0.0,-1.0,-2.9,-3.2,-1.8,1.4,-10.4,-15.0
CCNc1nc(NCC)nc(N/N=C/c2ccc([N+](=O)[O-])o2)n1,-2.3,-1.4,-0.8,-1.6,-1.5,0.1,-2.6,-0.8,-6.2,-0.5,-1.0
COc1cccc(C=CC(=O)C=CC=Cc2ccccc2)c1,-0.4,-2.0,-1.1,-0.1,0.6,-4.5,-1.7,-2.0,4.6,-22.1,6.7
CCn1nc(C)c(CNC(=O)CC2C(=O)NCCN2Cc2ccc(C)o2)c1C (centres undefined),-0.3,1.3,-1.7,1.9,0.6,-2.0,-0.1,0.0,8.9,-2.4,-2.1
O=C1C=C(N2CCN(c3ccccn3)CC2)C(=O)c2c(O)ccc(O)c21,-0.5,-2.8,-0.8,-1.2,0.5,-0.5,-1.2,0.9,5.4,-12.6,-7.5
Cc1ccc(C(C)C)c(OCC(=O)OCC(=O)c2c(N)n(C)c(=O)n(C)c2=O)c1,-1.9,0.3,-0.4,0.8,1.2,-1.1,4.7,1.0,-4.9,-2.3,-0.3
CCN(CC)CC(=O)NN=C(c1ccccc1)c1ccccc1,-0.1,-1.0,-1.6,-0.9,0.3,3.7,-0.7,0.9,-7.7,3.7,1.5
Cc1nc2ccc(S(=O)(=O)NCC(=O)Nc3ccc(F)cc3)cc2s1,0.6,3.1,-0.8,1.1,0.8,-1.4,0.3,2.1,0.1,-7.8,-9.7
CC(CN1CCNCC1)(NS(=O)(=O)c1ccccc1)c1ccccc1 (centres undefined),-0.8,-8.1,-1.0,-1.1,0.5,-0.5,-0.7,-1.6,-13.6,3.3,-24.9
Cc1ccc(/C=N/Nc2ncc(Cl)cc2Cl)s1,3.3,0.0,0.1,2.5,3.0,0.7,2.6,8.3,-5.7,-0.4,11.7
O=C(COc1ccccc1[N+](=O)[O-])OCC(=O)c1ccc(Br)s1,-0.1,12.6,-0.8,-0.3,-0.1,-4.7,1.3,0.8,-6.2,-1.8,13.7
Cc1oc(-c2ccc(Cl)cc2)nc1CS(=O)CC(=O)NCCN1CCCC1 (centres undefined),-0.1,12.7,-1.0,2.4,0.6,0.1,-0.8,-0.6,-1.6,-11.7,8.3
# Next entries follow:
SMILES,DAX1 inh-1,NPR1 activator,ssDAF-12 act,GAA850 FXN act,DAX1 inh-2,SMARCA2 activ,hcDAF12 agonist,hgDAF-12 ag,NPR2 activator,ADAM10 inh,HGIII-sPLA2 inh
O=C(O)c1ccc(NC(=S)NC2CCCCC2)cc1,0.0,5.4,-0.7,2.3,-1.1,-2.1,0.3,0.6,-1.3,6.8,4.4
O=C1OC(c2ccccc2)/C(=C(/O)c2ccc(Cl)cc2)C1=O (centres undefined),-0.3,-4.3,-2.0,-1.2,2.5,-2.2,-0.3,0.9,0.3,5.4,21.8*
COc1ccc(Oc2nc(C)cc(C)c2C#N)cc1,0.9,0.2,-1.0,0.9,0.8,0.7,-0.8,-0.2,1.1,-1.0,5.7
COc1ccccc1N(C(=O)c1ccncc1)c1nc(-c2ccc([N+](=O)[O-])cc2)cs1,-1.7,-23.5,-2.2,2.2,-2.7,0.3,-5.0,-2.2,-12.7,10.4,-4.2
NS(=O)(=O)c1ccc(NS(=O)(=O)c2ccc(NC(=O)C3CC3)cc2)cc1,-1.0,2.9,-1.6,2.0,-0.6,-1.1,-2.3,-3.0,1.0,6.8,-5.3
CC(C)(C)C(=O)OC12CCCN(C1)/C(=C/c1ccc(Cl)cc1)C2 (centres undefined),1.3,4.1,-1.0,/,/,-4.7,1.6,-1.4,4.5,-11.6,4.7
CCCCNC(=O)[C@@H]1CCCN1S(=O)(=O)c1cccc2cccnc12,-0.2,1.5,-1.4,-0.1,-0.5,-0.5,-2.2,-0.5,10.6,-7.6,-3.3
O=C(OCCN1CCN(C2CN(Cc3cn(Cc4ccccc4Cl)nn3)S(=O)(=O)C2)CC1)c1cc2ccccc2o1 (centres undefined),-1.3,2.1,-1.8,/,/,-3.3,-1.4,4.9,-1.8,-6.3,7.7
CCC(C)NC(=O)Cc1cn(C)c2ccccc12 (centres undefined),0.0,1.1,-0.7,-0.7,0.4,3.5,-0.2,1.5,0.9,3.9,3.5
O=C(c1ccco1)N1CCC2CC1c1c(Cl)cccc12 (centres undefined),1.0,-0.5,-1.4,0.2,0.1,-1.7,-3.0,-1.7,3.2,-7.3,5.8
O=C(CSc1nnc(-c2ccccn2)n1-c1ccccc1)Nc1ccc2cn[nH]c2c1,-1.1,-4.3,-0.1,/,/,0.4,1.8,6.8,-4.3,1.8,-0.5
COc1ccc(CCN2C(=O)CC(Cc3ccc(C)cc3)C2=O)cc1OC (centres undefined),-0.2,3.7,-2.0,2.0,-0.2,0.4,0.3,-2.2,0.1,-2.8,6.7
CCC(=O)N1CCN(c2ccc(Cl)cc2NC(=O)c2ccc(N3CCCC3)c([N+](=O)[O-])c2)CC1,-0.3,4.8,-1.3,1.1,1.0,-0.3,-0.9,-0.3,6.1,3.3,0.5
O=C(NCCc1ccccc1)C1CCCN1C(=O)NCc1ccccc1 (centres undefined),0.2,3.2,-1.0,-1.4,-1.2,2.5,-0.1,-0.9,2.6,-9.5,3.1
CCCn1c(=N)n(CC(=O)c2ccc([N+](=O)[O-])cc2)c2ccccc21,0.4,-1.0,-1.5,-1.3,-0.4,0.9,-0.1,-1.2,-2.5,-4.2,6.4
Cc1ccc(Cl)cc1N1CCN(C(=O)c2ccccc2SCC(=O)N2CCCC2)CC1,-3.0,0.9,-1.7,-0.3,0.7,-2.9,-3.4,-3.2,0.6,10.0,-11.9
O=C(NCc1ccccc1)c1ccc(F)c(S(=O)(=O)N2CCOCC2)c1,-0.7,2.5,-0.5,2.0,-1.1,-3.5,-2.0,0.0,3.4,-5.1,1.1
CCOC(=O)c1c(C)nc2c(c1C)/C(=N/O)CC(C)(C)C2,-0.5,-2.4,-1.6,-0.9,-1.5,-0.1,-1.7,-3.1,1.8,5.8,0.0
CCCc1nnc(NC(=O)CCS(=O)(=O)c2ccccc2)s1,-0.3,-0.3,-0.6,-0.3,-0.1,-1.4,-0.4,1.4,1.3,-1.6,1.5
COc1cc([N+](=O)[O-])ccc1NC(=O)Cc1ccc(F)cc1,-0.5,-2.6,-1.4,3.2,0.1,-0.2,-2.6,0.3,-4.3,0.7,0.6
Oc1cncc(-c2cccnc2)c1,0.2,2.2,-0.9,-0.6,0.4,0.6,0.3,1.6,7.0,-3.8,5.6
O=c1cc(CN2CCN(c3cccc(C(F)(F)F)c3)CC2)nc2sccn12,-0.5,-0.4,-1.2,/,/,-4.2,1.4,1.1,-0.3,-10.4,10.6
COc1cccc(NS(=O)(=O)c2cc3c(cc2C)NC(=O)CO3)c1,0.7,-9.9,-0.7,-2.0,0.4,-0.3,0.4,-2.1,0.2,-8.6,-4.7

# Profiles from above. Values in the order: DAX1 inh-1	NPR1 activator	ssDAF-12 act	GAA850 FXN act	DAX1 inh-2	SMARCA2 activ	hcDAF12 agonist	hgDAF-12 ag	NPR2 activator	ADAM10 inh	HGIII-sPLA2 inh
# CC(C)(C)C(=O)OC12CCCN(C1)/C(=C/c1ccc(Cl)cc1)C2 (centres undefined) is listed as 1.3	4.1	-1.0	/	/	-4.7	1.6	-1.4	4.5	-11.6	4.7
# O=C(NCc1ccccc1)c1ccc(F)c(S(=O)(=O)N2CCOCC2)c1 is listed as -0.7	2.5	-0.5	2.0	-1.1	-3.5	-2.0	0.0	3.4	-5.1	1.1

# Hits appear at their usual frequency, and some 6.6% of all compounds hit somewhere here.
